Source: PubChem BioAssay (several laboratories)
ANO1 activ = mouse TMEM16A channel activation, primary screen | Q8BHY3 | HEK293 TMEM16A/YFP-H148Q/I152L, iodide quench fluorescence; active compounds read low | B-score at 10 µM | 340,000 tested, 0.3% active;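 active means fluorescence-ratio B-score plate-corrected deviation score at least 3 library SD below zero, with starting fluorescence score within 5 deviations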;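 further: channel opened by trigger with iodide after compound preincubation; score built on the fluorescence ratio of max minus min over baseline; more negative score means more quench and so TMEM16A activation or potentiation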
RGS4 act = potentiators or activators of RGS4. AID 463111. B-score at 10 µM. 310,000 tested, 0.92% active. HEK293 M3R/inducible RGS4, carbachol calcium flux Fluo4; active compounds read low;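 active means B-score of the integrated calcium signal more than 4 SD below the library mean, with starting fluorescence not abnormally high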;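 further: negative B-score means reduced calcium response which marks RGS4 activation or potentiation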
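Reagent: ECmax carbachol challenge; Test system: M3R-expressing HEK293 line, RGS4 induced by doxycycline; Schedule: overnight RGS4 induction, 30 min dye load 37 °C, 20 min compound RT; Detection: calcium dye Fluo4 fluorescence; Read-out: Agonist-evoked peak-minus-minimum fluorescence over baseline, integrated ratio, B score.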
HDAC3 inhib = inhibitors of human histone deacetylase 3. AID 2718. recombinant HDAC3, fluorogenic peptide/trypsin coupled, fluorescence. O15379. inhibition, % at 8.3 µM. 320,000 tested, 0.15% active; in the data active means inhibition above about 26%, passing the limit was not always enough; inconclusive means no clear call, values can overlap the other calls
Target sequence (O15379 whole entry, looked up): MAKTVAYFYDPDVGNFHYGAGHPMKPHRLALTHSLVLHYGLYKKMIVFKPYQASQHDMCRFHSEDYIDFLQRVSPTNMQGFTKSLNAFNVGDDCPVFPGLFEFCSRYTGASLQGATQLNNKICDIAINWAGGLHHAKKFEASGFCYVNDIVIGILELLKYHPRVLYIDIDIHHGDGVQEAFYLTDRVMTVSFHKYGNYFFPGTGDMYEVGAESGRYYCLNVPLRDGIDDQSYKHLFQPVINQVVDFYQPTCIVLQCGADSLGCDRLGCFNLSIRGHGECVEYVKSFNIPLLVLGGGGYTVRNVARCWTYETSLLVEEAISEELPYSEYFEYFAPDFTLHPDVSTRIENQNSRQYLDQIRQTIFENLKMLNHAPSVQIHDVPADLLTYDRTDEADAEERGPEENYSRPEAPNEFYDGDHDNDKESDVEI
RGS4 inh = inhibitors of human RGS4 | B-score at 10 µM | HEK293 M3R/RGS4 inducible, Fluo-4 calcium flux; active compounds read high; triggered by carbachol at its EC20 | 310,000 tested, 0.45% active | P49798;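 active means B-score, a plate-corrected calcium signal, over three deviations above library mean, with baseline fluorescence within five deviations of library mean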;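 further: RGS4 expression induced by doxycycline in cells with stable M3 receptor; B-score is computed from the integrated fluorescence ratio over baseline after carbachol; higher B-score means a larger calcium signal and so more RGS4 inhibition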
Target sequence (P49798 whole entry, looked up): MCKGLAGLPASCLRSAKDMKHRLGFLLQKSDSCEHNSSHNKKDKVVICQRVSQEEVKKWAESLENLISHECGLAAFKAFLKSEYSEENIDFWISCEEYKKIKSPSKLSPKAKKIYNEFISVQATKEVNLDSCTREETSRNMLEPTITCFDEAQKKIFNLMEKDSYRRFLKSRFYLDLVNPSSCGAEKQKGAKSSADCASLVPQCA
SKKanGAS inh = inhibitors of SKKanGAS S. pyogenes growth in kanamycin (SK-promoter or general growth effect). BacTiter-Glo, 6 h. inhibition, % at 7.5 µM. 300,000 tested, 1.3% active;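 active means mean replicate score, as percent of positive control median, at least 50; inconclusive means mean below 50 but one replicate at or above 50; inactive means mean and every replicate below 50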;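 further: strain carries kanamycin resistance gene driven by streptokinase promoter and grows in 40 µg/ml kanamycin; loss of luminescence reflects streptokinase promoter inhibition or plain growth inhibition; 0% = median of DMSO wells and 100% = positive control at its reference dose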
ANO1 block = blocks the mouse calcium-activated chloride channel TMEM16A. 310,000 tested, 1.2% active. Q8BHY3. normalized B-score (activity score, 25-100; higher = stronger inhibition) at 10 µM. HEK293 TMEM16A/YFP iodide influx fluorescence, ionomycin;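 active means ratio plate-corrected score three or more library SD toward inhibition, starting fluorescence score within five deviations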;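 further: score derived from kinetic fluorescence span divided by baseline fluorescence per well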
KCNQ1 pot = potentiators or activators of human KCNQ1 potassium channel. P51787. CHO-K1 KCNQ1, thallium flux FluxOR fluorescence; active compounds read high. B-score at 10 µM. 310,000 tested, 0.35% active;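 active means fluorescence ratio B-score, a plate-corrected score, at least three library SD, with initial intensity B-score within 5 SD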
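Medium – assay buffer, equal DMSO in all wells · Material – CHO-K1 cell line with stable KCNQ1 potassium channel expression · Signal – kinetic FluxOR thallium fluorescence, 10-s 1-Hz baseline, 110-s post-stimulus read · Compound – single concentration per compound, DMSO matched to controls · Schedule – 37 °C overnight plating, 90-min dark dye load, 20-min compound pretreatment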
KCNQ1 inh = human KCNQ1 channel inhibition; P51787; CHO-K1 KCNQ1, FluxOR thallium flux fluorescence; active compounds read high; B-score at 10 µM; 310,000 tested, 1.3% active; AID 2642;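 active means compounds whose thallium flux B-score, printed positive for inhibition, exceeds three library SD while starting fluorescence stays within three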;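 further: channel opened by potassium depolarization with thallium stimulus after 20 min compound exposure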
KCNK9 block = inhibitors of human KCNK9 two-pore domain potassium channel. B-score at 10 µM. Q9NPC2. HEK293 KCNK9, FluxOR thallium flux fluorescence; active compounds read low. 310,000 tested, 1.2% active;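 active means ratio B-score over 3 SD below the library mean, with starting fluorescence within 5 SD of its mean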;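 further: negative B-score means less thallium flux so channel inhibition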
KCNK3 block = human KCNK3 channel inhibition, primary screen | O14649 | CHO-KCNK3 thallium flux, FluxOR fluorescence; active compounds read low | B-score at 10 µM | 340,000 tested, 0.84% active;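 active means B-score under library mean minus 4 SD, starting fluorescence ratio at most library mean plus 5 SD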;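 further: more negative B-score means stronger inhibition of thallium flux through KCNK3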
Target sequence (O14649 whole entry, looked up): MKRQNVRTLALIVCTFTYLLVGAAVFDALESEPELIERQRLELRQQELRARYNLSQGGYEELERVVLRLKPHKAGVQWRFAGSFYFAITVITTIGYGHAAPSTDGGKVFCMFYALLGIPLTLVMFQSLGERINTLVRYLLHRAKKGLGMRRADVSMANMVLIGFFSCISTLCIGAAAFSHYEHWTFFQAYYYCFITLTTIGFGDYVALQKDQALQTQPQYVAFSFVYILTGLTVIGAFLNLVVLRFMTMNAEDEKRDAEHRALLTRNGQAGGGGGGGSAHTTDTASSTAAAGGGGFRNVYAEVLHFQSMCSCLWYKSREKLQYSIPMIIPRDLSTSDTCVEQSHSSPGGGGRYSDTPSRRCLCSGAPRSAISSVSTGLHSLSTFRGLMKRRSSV
hERG protect = shields human hERG channel from block by proarrhythmic agents; Q12809; CHO-hERG, FluxOR thallium flux, dofetilide IC70 present; activation (rescue from dofetilide block), less the hit threshold, % at 10 µM; 310,000 tested, 0.51% active; AID 1511;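 active means activation above the mean of controls blocked by dofetilide plus 5 SD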;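 further: thallium influx through hERG after potassium depolarization seen as dye fluorescence rise; in these data hits start at about 4.7%; inactives centre near -7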
* marks the source's active call; other numbers are inactive results; i = inactive; ? = inconclusive; . = not tested or not shown. Hits appear at their usual frequency (roughly 6.3% active in at least one column).

SMILES	ANO1 activ	RGS4 act	HDAC3 inhib	RGS4 inh	SKKanGAS inh	ANO1 block	KCNQ1 pot	KCNQ1 inh	KCNK9 block	KCNK3 block	hERG protect
COc1ccccc1OCC(=O)Nn1c(=S)[nH]c2ncccc2c1=O	i	i	8	i	5	i	i	i	i	i	-10
Cc1ccc(S(=O)(=O)N/N=C\c2cn(CC(N)=O)c3ccccc23)cc1	i	i	6	i	0	i	i	i	i	i	-15
COC(=O)CC1=C(C(=O)OC)C(c2cc(OC)c(OC)cc2OC)C(C#N)=C(N)O1 (configuration not stated)	i	i	-3	i	-7	i	i	i	i	i	-3
C/C(=N/NS(=O)(=O)c1ccc(C)cc1)c1cccc(NC(=O)c2cccc(Cl)c2)c1	i	i	-8	i	34	i	i	i	i	i	-5
CCOC(=O)c1c(C)n(C)c2ccc(OCC(O)Cn3nc(C)cc3C)cc12 (configuration not stated)	i	i	6	i	7	i	i	i	i	i	-22
COc1ccc(-c2nn(-c3ccccc3)cc2/C=N/NC(=O)c2ccc3c(c2)OCO3)cc1	.	i	-6	i	17	i	i	i	i	.	-28
CC(=O)c1cn(C2OC(CO)C3OC(C)(C)OC32)c(=O)n(C)c1=O (configuration not stated)	i	i	2	i	-1	i	i	i	i	i	-13
Cc1ccc(NC(=O)NC(=O)N(c2ccccc2)S(C)(=O)=O)cc1	i	i	2	i	-1	i	i	i	i	i	-6
CCCCCCCC(=O)Nc1cc(C(=O)NCc2ccc(C)cc2)ccc1N1CCC2(CC1)CC(c1cccc(Br)c1)=NO2	i	i	-10	i	10	i	i	i	i	i	-1
O=C(Nc1cccn(Cc2c(Cl)cccc2Cl)c1=O)c1c(Cl)cccc1Cl	i	i	5	i	24	i	i	i	-10*	i	-13
COc1ccc(CN(C(=O)c2ccccc2OC)C2CCS(=O)(=O)C2)cc1 (configuration not stated)	i	i	-1	i	-19	i	i	i	i	i	-17
OCC[C@@H]1C[C@H](O)[C@@H](O)[C@]2(CCc3ccccc3O2)O1	i	i	-3	i	-3	25*	i	i	i	i	-3
COc1cc(C(=O)N2CCc3ccccc32)cc(OC)c1OC	i	i	-2	i	-4	i	i	i	i	i	-11
CCn1c(SCC(=O)c2ccc(Cl)s2)nnc1-c1cccs1	i	i	7	i	3	i	i	i	i	i	-1
CCCC(=O)Nc1ccc(N2CCCCC2)cc1	i	i	6	i	-3	i	i	i	i	i	-6
Cn1c(=O)c2c(ncn2CC(=O)N/N=C/C=C\c2ccccc2[N+](=O)[O-])n(C)c1=O	.	i	-2	i	6	i	i	i	i	.	-5
O=C(CSc1n[nH]c(=O)[nH]c1=O)N/N=C/c1ccccc1	i	i	3	i	-6	i	i	i	i	i	-3
COc1ccc(Nc2nc(-c3cccc([N+](=O)[O-])c3)nc3ccccc23)c(OC)c1	i	i	6	i	7	i	i	i	i	i	-12
COc1cc(OC)cc(C(=O)N/N=C/c2ccc(OC)c(COc3ccc4ccccc4c3)c2)c1	i	i	-3	i	7	i	i	i	i	i	-11
O=C1NC(=O)C2(COC3(CCCC3)OC2)S1	i	i	-5	i	-3	i	i	i	i	i	-5
O=C(NCc1nc2ccccc2[nH]1)C1=C[C@@H](c2ccc(C(F)(F)F)cc2)C[C@@H](OCc2ccc(CO)cc2)O1	i	i	12	i	26	i	i	i	i	i	-22
COc1ccc(NC(=O)c2oc3ccccc3c2NC(=O)c2ccco2)cc1	i	i	-5	i	1	i	i	i	-9.1*	i	-1
Cc1cc(NC(=O)COC(=O)C2CC(=O)N(c3ccc(C)c(Cl)c3)C2)no1 (configuration not stated)	i	i	2	i	-2	i	i	i	i	i	-9
O=C(NCCO)/C(=C\c1ccco1)NC(=O)c1cccs1	i	i	-3	i	3	i	i	i	i	i	-6
COc1ccc(S(=O)(=O)N2CCOC2CNC(=O)C(=O)NCCc2ccc(OC)c(OC)c2)cc1 (configuration not stated)	i	i	-4	i	-5	i	i	i	i	i	-12
CC1(c2nnc(-c3cccc(Cl)c3)o2)CC(c2ccccc2)=NO1 (configuration not stated)	i	i	-2	i	6	i	i	i	i	i	-12
O=c1oc2ccccc2cc1C1=Nn2c(nnc2-c2cccnc2)SC1	i	i	4	i	-5	i	i	i	i	i	-6
Cc1ccc(C(C)NC(=O)c2ccncc2)c(C)c1 (configuration not stated)	i	i	-9	i	-1	i	i	i	i	i	-3
Cc1c(Cc2ccccc2)sc(NC(=O)C(C)(C)C)c1C(N)=O	i	i	2	i	-5	i	i	i	i	i	-13
Cc1nnc(SCC(=O)N2CC(=O)Nc3ccccc32)n1Cc1ccccc1	i	i	-1	i	7	i	i	i	i	i	-5
Cc1ccc(S(=O)(=O)NCc2ccc3c(c2)cc(C)n3C)cc1	i	i	4	i	6	i	i	i	i	i	-8
CC(C)NS(=O)(=O)c1ccc(CCC(=O)NCc2ccc3c(c2)OCO3)cc1	i	i	-6	i	-3	i	i	i	i	i	-4
Cc1c(C(=O)N2CC[C@@H](N3CCC(O)CC3)[C@H](O)C2)[nH]c2ccc(Cl)cc12	i	i	-3	i	0	i	i	i	i	i	-7
O=C(NCCNc1ccc([N+](=O)[O-])cc1C(F)(F)F)c1cccc(F)c1	i	i	?	i	5	i	i	i	i	i	-5
CC1(C)Cc2c(cnn2-c2ccc(F)cc2)C(NC(=O)c2cnccn2)C1 (configuration not stated)	i	i	-1	i	0	i	i	i	i	i	-9
C/[N+]([O-])=C/c1c(OCc2ccc(Cl)cc2Cl)ccc2ccccc12	i	i	3	i	4	i	i	i	i	i	-5
Cc1ccccc1C(O)c1cccnc1 (configuration not stated)	i	i	-2	i	-6	i	i	i	i	i	-4
Cc1cc(NC(=O)CSc2nccn2-c2ccc(Cl)cc2)no1	i	i	-5	i	-4	i	i	i	i	i	-2
Cc1ccc(C)c(Nc2cc(C)nc3ncnn23)c1	i	i	2	i	-3	i	i	i	i	i	-6
O=C(CCCN1C(=O)/C(=C/c2ccccc2Cl)SC1=S)NCCCN1CCOCC1	i	i	-4	i	23	i	i	i	i	i	-18
CC(=O)c1cccc(OCC(=O)N(C)CC(=O)Nc2ccc(F)cc2)c1	.	i	-1	i	-9	i	i	i	i	.	-13
N#Cc1c[nH]n2c(=O)c3c(nc12)CCCC3	.	i	3	i	0	i	i	i	i	.	5.4*
CCOc1ccccc1N1CCN(Cc2c(C)n(C)n(-c3ccccc3)c2=O)CC1	i	i	8	i	-2	i	i	i	i	i	-6
CCCC(C)n1[nH]c(=O)cc1N (configuration not stated)	i	i	-11	i	1	i	i	i	i	i	-10
COc1cc(S(=O)(=O)N2CCN=C2c2ccccc2)c(OC)cc1Cl	i	i	11	i	-2	i	i	i	i	i	-12
CC(C)C[C@@]12C(=O)N(c3cccc(Br)c3)C(=O)N1[C@H](c1ccc(F)cc1)[C@@H]1C(=O)N(C3CCCCC3)C(=O)[C@@H]12	-7.6*	i	4	i	4	i	i	i	i	i	-10
CCOc1cccc(/C=C2/NC(=O)N(CC(=O)Nc3cccc(C)c3)C2=O)c1O	i	i	-9	i	4	i	i	i	i	i	-5
Cc1cccc(C)c1OCC(=O)Nn1c(COc2ccccc2)nc2ccccc2c1=O	i	i	8	i	35	i	i	i	i	i	-5
Cc1ccc(C(=O)O)cc1N1C(=O)CCCC1=O	i	i	-4	i	5	i	i	i	i	i	-5
FC(F)(F)c1ccc(CN2C[C@@H]3C(c4ccc(C(F)(F)F)cc4)C4(c5cccnc5)CC3(C4)[C@H]2c2ccccc2)cc1 (some centres not stated)	i	i	-3	i	5	i	i	i	i	i	-3
CN(C#N)c1nc(N2CCOCC2)nc(N2CCOCC2)n1	i	i	-2	i	-3	i	i	i	i	i	-7
CCOC(=O)c1sc(NC(=O)CCSC)nc1C	i	i	1	i	12	i	i	i	i	i	-12
C/C(=N\NC(=O)CN1CCN(c2ccc(F)cc2)CC1)c1ccco1	i	i	4	i	3	i	i	i	i	i	-5
CCn1c(SCC(=O)Nc2ccccc2OC)nc(O)cc1=O	i	i	-2	i	31	i	i	i	i	i	-5
O=C(/C=C/c1cccc([N+](=O)[O-])c1)c1ccco1	i	i	-1	i	-2	i	i	i	i	i	-7
Cc1ccc(S(=O)(=O)NCc2ccccc2)cc1C(=O)N1CC(C)CC(C)C1 (configuration not stated)	i	i	2	i	0	i	i	i	i	i	-10
Cc1onc(-c2ccccc2)c1C(=O)Nc1ccc2c(c1)OCCO2	i	i	0	i	10	i	i	i	i	i	-1
CCOC(=O)c1ccc2c(c1)nc(-c1ccc(F)cc1)c1nccn12	i	i	4	i	-9	i	i	i	i	i	-6
N#Cc1c2c(c(-c3ccccc3)[nH]c1=O)CCCC2	i	i	.	i	-6	.	i	i	i	i	-5
O=C(NC1CC2CCCC(C1)N2S(=O)(=O)c1ccccc1)c1ccccc1 (configuration not stated)	.	i	-6	i	-3	i	i	i	i	i	-10

(next part)
SMILES	ANO1 activ	RGS4 act	HDAC3 inhib	RGS4 inh	SKKanGAS inh	ANO1 block	KCNQ1 pot	KCNQ1 inh	KCNK9 block	KCNK3 block	hERG protect
Cc1cccc(-n2nc(C(=O)Nc3ccccc3)n3c(=O)cc(-c4ccccc4)nc23)c1	i	i	9	i	8	i	i	i	i	i	-11
CCn1c(COc2cccc3cccnc23)nnc1SCC(=O)OC	i	i	-1	i	2	i	i	i	i	i	-12
COc1ccc(C(CNS(=O)(=O)c2ccc(C)cc2)N2CCN(C)CC2)cc1 (configuration not stated)	i	i	0	i	3	i	i	i	i	i	-8
O=C(CSc1nnc(-c2ccncc2)o1)NCc1ccccc1	i	i	0	i	-1	i	i	i	i	i	-5
O=C(O)/C=C/c1cn(Cc2ccccc2)nc1-c1ccc(Cl)cc1	i	i	-1	i	-1	i	i	i	i	i	-13
COc1cccc2c1C(=O)c1c(O)c3c(c(O)c1C2=O)C[C@@](O)(C(=O)CO)C[C@@H]3O[C@H]1C[C@H](N)[C@H](O)[C@H](C)O1	i	i	-17	i	107*	i	i	i	i	i	-49
